Compound activity from PubChem.
CAL PDZ FP-1: blocks peptide binding to the human CAL PDZ domain | AID 602252 | inhibition, % at 24.9 µM | 300,000 tested, 0.92% active | purified CAL PDZ, TMR-peptide fluorescence polarization, 1 h;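 active = mean inhibition of at least 30% with at least half of replicates also reaching 30%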;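 also: 0% = DMSO neutral control and 100% = excess unlabeled competitor peptide PRC23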
NSD2 HMT inh: blocks human histone methyltransferase NSD2 | O96028 | NSD2 peptide methylation, AlphaScreen, 120 min | inhibition, % at 12.5 µM | 310,000 tested, 0.54% active; in the data active = inhibition above about 50%
C-LANA FP: blocks KSHV LANA C-terminal domain binding to DNA | MBP-C-LANA/FAM-LBS DNA binding, fluorescence polarization | inhibition, % at 9 µM | 340,000 tested, 0.078% active | AID 504423;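 active = highest replicate inhibition at or above 60% at 9 µM, even if other replicates fall short; inactive = all replicates below 60% inhibition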;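 also: 0% = neutral control wells and 100% = 4 µM acridine orange control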
RTF Ca sens inh: cardiac RTF calcium desensitization; P19429+P45379; 340,000 tested, 0.12% active; inhibition, % at 7.15 µM; IANBD-labeled cardiac RTF, Ca2+ fluorescence; AID 493244;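 active = inhibition above the mean inhibition of all tested compounds plus 3 SD, cut at about 17% in these data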;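 also: assay run at fixed EC70 calcium of 1.6 mM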
Arrestin-AP2 inh: blocks beta-arrestin peptide binding to AP2 adaptin. FITC-arrestin peptide / GST-AP2 beads, flow cytometry; AP2 beta2 appendage carries R879A mutation. inhibition, % at 10 µM. 340,000 tested, 0.31% active. AID 504490;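 active = inhibition above a set limit, near 3 SD of compounds lacking own fluorescence, cut at about 54% in these data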;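 also: plate controls were DMSO wells for no effect and 5 µM unlabelled arrestin peptide for full effect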
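System: GST-AP2 R879A glutathione beads. Medium: PBS with 0.05% Tween 20 and 0.1% BSA. Also added: FITC-arrestin peptide, 50 nM. Incubation: 12 min plus 1 h, RT. Measured by: high-throughput flow cytometry of beads, ex 488, em 535 nm. Evaluation: percent drop in bead-associated FITC signal.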
DSG3 Ab inh: blocks pemphigus antibody binding to human desmoglein-3; P32926; DSG3-coupled beads, scFv-anti-DSG3-GFP binding, flow cytometry; stronger effect = lower value; binding (percent of control), % at 10 µM; 310,000 tested, 0.48% active;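 active = binding more than 3 SD below its plate's average and above zero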;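 also: hits lower antibody fragment binding to DSG3; some compounds called inactive have numbers as strong as hits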
Keap1 Nrf2 FP: Keap1-Nrf2 (human) interaction inhibition; Q14145; Keap1 Kelch-Nrf2 peptide fluorescence polarization, 1536-well; inhibition, % at 9.4 µM; 340,000 tested, 0.15% active; AID 504523; in the data active = inhibition above about 12%;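 also: human Keap1 Kelch domain with fluorescein labeled Nrf2 9mer peptide probe; 0% = neutral control wells and 100% = peptide positive control; higher means more block of Keap1 binding to Nrf2 peptide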
V-ATPase pHluor: regulators of yeast V-ATPase proton transport | S. cerevisiae, pHLuorin cytosolic pH fluorescence | 350,000 tested, 0.37% active | response, % at 10 µM | AID 504577; in the data active = response mostly above about 7.3%, no sharp cut-off; inactive = mostly below about 5.4%; also: actives read high; inactives centre near 0; some compounds called inactive have numbers as strong as hits
CAL PDZ FP-2: blocks peptide binding to human CAL PDZ domain; AID 504414; 330,000 tested, 0.02% active; inhibition, % at 20 µM; purified CAL PDZ, TMR-peptide fluorescence polarization, 1 h; Q9HD26;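 active = highest replicate inhibition of at least 40%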;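 also: plate controls were DMSO neutral control wells for no effect and unlabeled competitor peptide control wells for full effect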
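material = purified tagged CAL PDZ domain construct (CerCALP) | buffer or medium = sodium phosphate/NaCl buffer pH 7.4 with TCEP, IgG, Thesit | reagent = TMR-labelled reporter peptide T*-PRC34 bound in PDZ groove | incubation = 1 h room-temperature incubation prior to read | measured by = fluorescence polarization (mP) | evaluation = percent inhibition from loss of millipolarization | control set = unlabelled peptide and DMSO controls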
DAGLB inhibitor: diacylglycerol lipase beta (human) inhibition; Q8NCG7; HEK293T DAGLB membrane lysate, EnzChek fluorogenic substrate; inhibition, % at 5.17 µM; 340,000 tested, 0.059% active; in the data active = inhibition above about 34%;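 also: 0% = enzyme with vehicle and 100% = wells lacking enzyme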
Active calls of the source: *; / = not tested or not shown.

mol	CAL PDZ FP-1	NSD2 HMT inh	C-LANA FP	RTF Ca sens inh	Arrestin-AP2 inh	DSG3 Ab inh	Keap1 Nrf2 FP	V-ATPase pHluor	CAL PDZ FP-2	DAGLB inhibitor
O=S1(=O)N=C(N2CCN(Cc3ccc4c(c3)OCO4)CC2)c2ccccc21	0.5	6.2	1.5	3.6	6.2	92.7	-5.1	-0.1	-2.2	0.0
COc1ccc(/C(=N/OC(C)=O)c2nccc3cc(OC)c(OC)cc23)cc1OC	-5.0	-0.9	2.0	-2.9	6.9	/	1.6	0.2	-0.6	-0.3
O=C(CSc1ncnc2c1sc1ccccc12)Nc1ccc(Br)cc1	-0.9	-0.7	-1.4	-8.0	-1.0	94.7	-0.9	0.2	-0.5	1.6
Cc1ccc(OCC(=O)N/N=C\c2cccn2C)c([N+](=O)[O-])c1	/	-8.1	-1.1	3.0	26.7	/	1.8	-0.9	1.3	-5.3
COc1cc(C(=O)NCC(=O)OCC(=O)Nc2nnc(-c3ccccc3)o2)cc(OC)c1OC	-4.0	-0.4	-1.4	4.3	-0.5	99.0	-2.3	4.6	-3.4	3.4
CCN(c1ccccc1)S(=O)(=O)c1cc(C(=O)OC(C)C(=O)Nc2ccc3c(c2)OCCO3)ccc1C (stereo not given)	4.5	-14.0	-0.9	-3.7	-0.4	88.4	-5.1	-2.4	-0.7	-3.9
Cc1ccc(S(=O)(=O)N2CCC(=O)N2)cc1	0.0	0.0	-0.6	-3.1	1.7	/	-5.7	0.1	0.4	-0.7
CCCNC(=O)Cn1cnc2sc(C(=O)N3CCN(CCC)CC3)c(C)c2c1=O	-5.4	/	0.6	0.7	-1.9	104.9	-1.9	-1.9	0.0	-0.2
CCN(Cc1ccccc1)C(c1cc2ccc(C)cc2[nH]c1=O)c1nnnn1CCOC (stereo not given)	-0.9	1.2	-0.8	2.7	33.5	96.8	-4.6	-3.7	-1.7	0.5
CCOC(=O)c1ccc(NS(=O)(=O)c2c(C)[nH]c(C)c2C(=O)N2CCCCC2)cc1	-5.6	6.3	0.5	-0.7	-9.9	100.8	-3.1	1.2	-2.9	-1.1
CC1=C(C(=O)OC(C)C)C(c2cccc([N+](=O)[O-])c2)n2c(cc(=O)[nH]c2=S)N1 (stereo not given)	1.1	3.2	1.6	-3.5	-8.6	106.8	1.8	-2.6	-0.5	8.7
Cc1ccc(CNC(=O)CCn2c(=O)oc3ccccc32)cc1	-0.9	0.3	1.1	3.7	35.9	101.9	0.7	-0.7	-2.3	-1.0
Cc1oc2c(c(C)cc3oc(=O)c(CC(=O)NCC(=O)NCC(=O)NCC(C)O)c(C)c32)c1C (stereo not given)	-6.3	-4.9	-1.4	-3.7	3.2	88.3	1.3	-3.5	-0.9	-1.3
O=C(c1cc2ccccc2oc1=O)N(Cc1ccccc1)C1CCS(=O)(=O)C1 (stereo not given)	-1.5	-0.6	0.9	-0.7	16.1	99.5	1.7	4.5	-0.9	1.6
C=CCn1c(SCC(=O)Nc2nc(C)cs2)nnc1C(NC(=O)c1ccccc1)C(C)C (stereo not given)	-0.6	-0.1	-1.7	-6.3	10.8	97.7	-7.1	0.5	-1.1	1.5
CC(=O)NC1(c2cccc(F)c2)CCN(CC(=O)NC2CCCCC2)CC1	17.5	/	0.4	5.8	-1.1	103.3	-4.0	-5.1	/	-1.9
O=C(c1cccc(Br)c1)N1CCN(S(=O)(=O)N2CCCCCC2)CC1	-0.4	-1.3	-0.2	3.6	22.7	/	1.1	0.2	-3.6	-0.8
CCN(CCNCC(O)COCc1ccc(Cl)cc1)c1cccc(C)c1 (stereo not given)	-2.9	31.5	2.0	-2.4	-18.0	100.2	0.0	1.7	0.8	-3.5
CN(Cc1cn(C)c2ccccc12)C(=S)Nc1cc(F)cc(F)c1	-6.6	-0.2	0.8	-9.3	5.1	92.0	-3.8	-0.6	-0.7	-0.5
COc1ccc2c(c1)C1(C)CC(C)(C)N2C(=O)N1c1ccccc1 (stereo not given)	7.6	2.7	2.2	-2.0	4.2	112.4	3.0	-1.4	0.6	-0.4
O=C(COC(=O)c1nc(Cl)ccc1Cl)Nc1ncc(Cl)cc1Cl	-2.4	0.0	-0.2	-16.2	-2.4	/	-5.4	3.1	0.9	-0.4
Cc1cccn2c(=O)c3cc(C(=O)N4CCCCC4)sc3nc12	-0.6	-6.9	0.1	-29.1	-1.7	94.4	0.5	-3.4	-2.1	-1.2
Cc1cc(NC(=S)N(Cc2ccc(Br)cc2)Cc2ccc(C(=O)O)cc2)ccc1Cl	-4.8	30.8	5.7	-12.8	-4.1	96.9	3.4	-2.9	-3.4	2.7
Cc1ccccc1OCC(=O)NNC(=O)CCN1C(=O)c2ccccc2C1=O	0.3	-2.2	-1.5	-5.1	5.0	101.3	-7.6	0.7	-0.4	-0.2
CC(=O)c1ccc(-n2c(-c3cc(-c4ccsc4)n[nH]3)n[nH]c2=S)cc1	0.7	1.0	-0.1	-3.5	-13.7	130.0	-4.4	1.6	-3.2	0.6
CCCCNC1C(CC)C(CCC)C(C#N)(C#N)C1(C#N)C#N (stereo not given)	0.2	/	1.5	8.1	0.5	115.0	-10.5	-0.4	-0.5	7.0
Cc1c(NS(C)(=O)=O)cccc1-c1nc2cccnc2s1	6.4	-6.3	-13.4	4.3	-8.9	100.4	-3.5	-6.1	-1.3	0.3
CCSCCOC(=O)C1=C(C)NC(=O)NC1c1ccccc1 (stereo not given)	/	/	0.9	-0.5	11.9	97.2	-2.1	4.1	-1.1	1.2
COC(=O)CC1=NN(c2nc3ccccc3s2)C(=O)/C1=C/N(C)C	-4.7	/	-0.8	3.8	25.8	94.1	-4.5	4.1	-0.9	-1.6
CCOC(=O)c1ccccc1NC(=O)c1ccccc1NS(C)(=O)=O	3.4	-0.8	-0.4	-0.4	-0.6	104.4	0.9	-0.8	-1.5	-0.1
O=C(c1ccc2c(=O)n(Cc3ccc(Cl)cc3)c(=S)[nH]c2c1)N1CCOCC1	-0.4	-3.2	-0.7	-3.5	5.0	/	-5.9	-2.1	-1.7	5.1
CC(C)Nc1nc(NC(C)C)nc(N(C)n2cnnc2)n1	/	-1.4	1.2	5.2	-7.8	102.5	1.7	-0.7	-1.3	1.1
COc1ccc(C)cc1NC(=O)CCS(=O)(=O)c1cc2c(cc1Cl)NC(=O)CO2	5.7	-3.1	2.0	5.2	5.6	/	-5.6	5.5	-1.8	0.7
O=C(Nc1ccccc1)c1nn(-c2cccc(C(F)(F)F)c2)ccc1=O	-2.0	-0.6	-0.6	-2.2	8.1	90.2	-2.8	1.6	-1.8	-0.1
N#CCCN1CCN(C(CNS(=O)(=O)c2ccc(Cl)cc2)c2ccccc2)CC1 (stereo not given)	-4.4	-1.2	0.8	-11.9	16.7	96.6	-5.4	1.9	-0.3	-1.1
CCn1cc(CN2CCC(n3nccc3NC(=O)C3CCCC3)CC2)c(C)n1	-0.4	-0.1	0.0	2.9	18.3	93.3	0.9	-0.4	0.4	-0.5
COC(=O)c1cc(C)cc(=O)o1	-2.8	-2.0	0.7	4.0	-7.4	/	-4.1	-1.1	1.8	1.8
O=C(O)c1cc([N+](=O)[O-])c(NCc2cccnc2)c([N+](=O)[O-])c1	-1.1	3.5	-0.8	2.1	52.8	82.3	-1.3	2.1	-0.7	0.5
COc1ccc(C2C(C(=O)N3CCCCC3)CC(=O)N2c2ccc(OC)cc2)cc1 (stereo not given)	-0.4	-4.2	-0.9	3.8	22.5	/	0.1	-0.8	-0.3	-0.5
COc1ccc(OC)c(C2C(C#N)=C(N)Oc3cc(C)[nH]c(=O)c32)c1 (stereo not given)	-0.5	-3.4	1.4	-2.1	3.8	92.8	-1.8	-4.0	-0.3	-1.8
NNC(=O)c1cccn(Cc2cccc(C(F)(F)F)c2)c1=O	-3.0	-0.2	0.5	0.2	23.5	114.8	0.9	3.6	0.1	-10.4
Cc1c(C(=O)NC2CCCc3ccccc32)oc2ccc(S(=O)(=O)N3CCCCC3)cc12 (stereo not given)	-13.9	-1.5	-0.4	-4.0	2.0	118.2	3.3	-2.5	-2.6	-1.2
Cc1cc(NC(=O)c2ccccc2C)ccc1NC(=O)c1ccccc1Cl	-0.3	-3.3	-1.8	-1.3	-7.6	104.2	-6.2	1.3	-2.1	-0.4
CC(C)C(C(=O)N1CCN(Cc2ccccc2)CC1)c1ccccc1 (stereo not given)	-1.4	-0.8	-2.2	-0.9	5.7	101.8	-0.7	0.6	0.7	-5.3
O=C(CSc1nnc(CNC(=O)c2ccco2)o1)Nc1ccc(Br)cc1	0.1	0.7	0.7	-13.0	-7.6	99.2	-1.1	3.3	-0.9	2.4
CC(/C=N/Nc1nc(N2CCCCC2)nc(N2CCCCC2)n1)=C\c1ccccc1	-2.0	0.1	0.2	-1.7	34.1	104.2	2.1	-1.3	-2.8	-3.4
CCOc1ncccc1C(=O)OCC(=O)Nc1cc(S(=O)(=O)N(CC)CC)ccc1C	2.1	-0.5	0.0	-1.2	-3.9	99.5	-3.3	1.8	-0.5	-0.1
Cc1nn(C)c(Cl)c1CN1CCCC(C(=O)Nc2ccc(-c3cscn3)cc2)C1 (stereo not given)	5.7	13.8	0.5	3.4	11.7	104.3	-1.5	2.8	0.6	0.5
CCOC(=O)Cn1cnc2scc(-c3ccc(C)cc3)c2c1=O	/	-0.4	1.5	-3.3	30.6	109.8	0.1	0.7	-0.5	-2.9
CCN1C(=O)[C@H]2[C@@H](c3ccc(-c4ccc(Cl)c(Cl)c4)cc3)N3CCCC[C@@]3(C(=O)OC)[C@H]2C1=O	34.6*	/	-1.2	2.5	-6.5	98.2	-2.8	7.0	-1.1	-1.6
CC(=O)c1cccc(NC(=O)N2CCOCC2)c1	-3.5	-0.1	-0.9	-5.5	10.0	120.3	2.8	0.5	-2.3	1.5
CCOc1c(C)cc(S(=O)(=O)NCc2ccccn2)c(C)c1C	66.7*	1.0	0.7	-9.1	-5.7	111.0	4.8	-1.3	/	-3.4

Only part of the results is shown; rates above refer to the full screens.
